F508del corr – correctors of CFTR F508del function in bronchial epithelial cells | CFBE cells, YFP halide quenching; stimulated with forskolin plus potentiator P3; % fluorescence drop versus neutral controls | activity (quench increase), % at 7.58 µM | 350,000 tested, 0.36% active | AID 720511;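 active = mean added fluorescence quench of at least 8% versus neutral control, with both replicates also reaching 8%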;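 also: cells transiently co-express mutant CFTR-F508del with the halide-sensitive YFP; corrector assay measuring rescue of mutant channel to the surface after 24 h compound exposure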
GSIS activator – primary screen for activators of insulin secretion dependent on glucose, INS-1E cells, GLuc reporter luminescence; 370,000 tested, 0.61% active; activation, % at 16.6 µM; INS-1E GLuc reporter insulin secretion, 2-3 h; AID 743287;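 active = lowest replicate activation of at least 40%, so every replicate reaches that level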;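 also: 0% = median of neutral control wells and 100% = median of IBMX positive control wells; some compounds called inactive have numbers as strong as hits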
ERAP1 inh – inhibitors of human ERAP1 aminopeptidase; Q9NZ08; recombinant ERAP1, Leu-AMC fluorescence, 60 min; inhibition, % at 10.7 µM; 340,000 tested, 0.15% active;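 active = mean replicate inhibition of at least 30%, or all replicates individually reaching that 30% level; inactive = mean below 30% and not every replicate reaching it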;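 also: 0% = neutral control wells and 100% = L-leucinethiol positive control wells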
Target sequence (Q9NZ08 whole entry, looked up): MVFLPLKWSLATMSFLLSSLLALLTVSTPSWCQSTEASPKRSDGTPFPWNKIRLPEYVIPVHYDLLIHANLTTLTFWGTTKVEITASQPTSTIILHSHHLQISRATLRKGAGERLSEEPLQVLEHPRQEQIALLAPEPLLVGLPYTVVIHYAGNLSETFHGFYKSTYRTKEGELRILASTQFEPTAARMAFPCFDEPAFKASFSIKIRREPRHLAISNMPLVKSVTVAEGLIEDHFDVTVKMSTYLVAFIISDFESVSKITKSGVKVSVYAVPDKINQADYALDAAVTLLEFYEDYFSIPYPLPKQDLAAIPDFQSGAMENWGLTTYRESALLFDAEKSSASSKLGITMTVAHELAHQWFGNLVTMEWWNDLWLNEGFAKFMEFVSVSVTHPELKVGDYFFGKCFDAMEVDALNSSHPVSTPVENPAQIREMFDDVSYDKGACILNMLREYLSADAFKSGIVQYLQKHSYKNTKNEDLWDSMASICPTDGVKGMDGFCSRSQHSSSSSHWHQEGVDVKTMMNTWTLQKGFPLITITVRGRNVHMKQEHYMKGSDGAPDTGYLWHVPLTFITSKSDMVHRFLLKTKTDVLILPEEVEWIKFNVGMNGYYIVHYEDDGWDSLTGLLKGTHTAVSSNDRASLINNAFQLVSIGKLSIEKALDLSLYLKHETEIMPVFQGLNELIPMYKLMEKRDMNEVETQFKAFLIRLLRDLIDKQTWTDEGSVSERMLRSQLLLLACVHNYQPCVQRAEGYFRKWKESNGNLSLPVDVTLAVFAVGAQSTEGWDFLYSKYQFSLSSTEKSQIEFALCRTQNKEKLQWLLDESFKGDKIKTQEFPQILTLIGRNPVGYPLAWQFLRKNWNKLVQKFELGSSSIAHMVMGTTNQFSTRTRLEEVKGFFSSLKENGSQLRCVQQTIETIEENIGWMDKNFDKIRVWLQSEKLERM
RAD54 branch – inhibitors of human RAD54 branch migration; Q92698; RAD54 Holliday junction branch migration, FAM/BHQ fluorescence; inhibition, % at 10.4 µM; 360,000 tested, 0.14% active; AID 602329;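 active = mean normalized replicate activity at least 40 and at least half of replicates scoring 40 or more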;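 also: 0% = median of neutral control wells and 100% = median of positive control wells; inhibitors cause a drop in the FAM fluorescence signal; in these data hits start at about 50%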
RAD52 inh – inhibitors of human RAD52 DNA annealing | P43351 | recombinant RAD52 DNA annealing, FRET fluorescence | inhibition, % at 18.7 µM | 360,000 tested, 0.46% active | AID 651710;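 active = every replicate showing at least 50% inhibition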
ARNT TACC3 PPI – disruptors of human ARNT/TACC3 interaction; AlphaScreen His-ARNT PAS-B/GST-TACC3 binding, luminescence; TACC3 fragment carries E629A point mutation; inhibition, % at 9.99 µM; 390,000 tested, 0.66% active; AID 623870;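 active = mean inhibition of replicates at least 50% and at least half of replicates each reaching 50%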;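 also: 0% = complete ARNT plus TACC3 wells and 100% = ARNT alone without TACC3; many hits fall short of the cut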
XiGFP reactiv – X-chromosome reactivation activator | AID 743238 | activation, % at 7.58 µM | 360,000 tested, 0.055% active | XiGFP mouse fibroblasts, % GFP-positive cells imaging, 3 d; cells co-treated with 5-aza-dC sensitizer; scaled so ellipticine positive control = 100%;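 active = mean normalized replicate activation at least 10% and every replicate at or above 10%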;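 also: 0% = median of on-plate neutral control wells and 100% = ellipticine 6 µM median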
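Schedule: 3 d treatment, 15 min room-temperature fixation; system: 68-5-11 XiGFP fibroblast line; buffer or medium: DMEM plus 5-aza-dC sensitizer; control set: ellipticine 6 µM positive control; compound: one concentration, pinned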
esBAF inh – SWI/SNF esBAF complex inhibition; AID 602393; mouse ES cells, Bmi1-luciferase knock-in reporter, 24 h; 100% = twice the neutral-well signal; 350,000 tested, 2% active; reporter increase, % at 12.5 µM; in the data active = activation above about 40%;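 also: 0% = median of the plate's neutral control wells and 100% = double that signal; a rise in the Bmi1 reporter signal indicates esBAF inhibition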
* = called active by the depositor; x = no result given.

no. | mol | F508del corr | GSIS activator | ERAP1 inh | RAD54 branch
1 | COCCCNC(=O)CN(c1ccc(Cl)c(Cl)c1)S(C)(=O)=O | -1.8 | 4 | -1 | -4
2 | COc1ccccc1OCCOCCOc1ccc(C)cc1Br | x | x | 8 | x
3 | CN1CCN(C(=O)N2c3ccccc3CCc3ccccc32)CC1 | -0.3 | -7 | 1 | x
4 | Cc1cccc(-c2ccc([C@H]3[C@H]4CN(C(=O)c5cccnc5)CC(=O)N4[C@H]3CO)cc2)c1 | -1.1 | 7 | 0 | x
5 | Cc1cc(C)n(-c2ccc(C(=O)OC(C)C(=O)Nc3ccc(C(N)=O)cc3)cc2)n1 (centres undefined) | 5.9 | -11 | 0 | -7
6 | C[C@H]1CN([C@@H](C)CO)C(=O)Cc2cc(NC(=O)Cc3ccccc3)ccc2O[C@H]1CN(C)S(C)(=O)=O | -0.9 | 4 | -1 | -7
7 | COc1ccc(NC(=O)Nc2ccc3c(c2)C(=O)N([C@H](C)CO)C[C@H](C)[C@H](CN(C)S(=O)(=O)c2ccc(Cl)cc2)OCCCC[C@H](C)O3)cc1 | -1.7 | 18 | 2 | 2
8 | COCCN1C(=O)c2ccc(C(=O)Nc3cccnc3)cc2C1=O | -2.6 | 8 | 3 | 7
9 | Cc1ccc(NC(=S)NNC(=O)Cn2nc(C(F)F)cc2C(F)F)cc1 | x | x | 1 | x
10 | N#Cc1ccc(C(=O)Nc2cc(-c3ccccc3)nn2-c2ccccc2)cc1 | -0.3 | -13 | -3 | 4
11 | Cc1nn(-c2ccccc2)c(C)c1/C=N/N1CCN(c2ccccn2)CC1 | 4.2 | -1 | -3 | x
12 | COc1ccc(N2C(=O)CC(N3CCCCC3)C2=O)cc1 (centres undefined) | 3.5 | -4 | -1 | x

no. | RAD52 inh | ARNT TACC3 PPI | XiGFP reactiv | esBAF inh
1 | 1 | -4 | x | -9
2 | 8 | -25 | -0.3 | x
3 | -22 | 6 | 0.0 | x
4 | -9 | x | 0.1 | x
5 | -17 | -2 | 0.0 | -4
6 | 3 | 6 | 0.5 | 2
7 | 10 | -1 | 0.0 | 1
8 | -8 | -5 | 0.0 | -2
9 | 2 | -3 | 0.2 | x
10 | -3 | -7 | -0.1 | -4
11 | -3 | 5 | 0.0 | x
12 | -3 | 3 | 0.0 | x

The list goes on.
no. | mol | F508del corr | GSIS activator | ERAP1 inh | RAD54 branch
13 | CCOc1ccc(NC(=O)CCN2CCN(S(=O)(=O)c3ccc(Cl)cc3)CC2)cc1 | -0.1 | -19 | 7 | 4
14 | C[C@@H]1CN([C@@H](C)CO)C(=O)Cc2cc(NC(=O)Nc3ccc(C(F)(F)F)cc3)ccc2O[C@@H]1CN(C)Cc1ccccc1 | -0.3 | -2 | 3 | -2
15 | Cc1cc(Br)ccc1SCC(=O)OCC(=O)NCc1ccco1 | 0.3 | -12 | 1 | -3
16 | COc1cccc(/C=N/N=C(\N)c2nonc2N)c1O | -0.2 | -8 | 0 | x
17 | COc1ccc(OC)c(S(=O)(=O)NCc2csc(-c3ccccc3)n2)c1 | x | 25 | x | -1
18 | COC(=O)CN(Cc1ccccc1)S(=O)(=O)c1ccc(OC)c(OC)c1 | x | 24 | 2 | -14
19 | O=S(=O)(c1ccccc1)N1CCN(c2nnc(-c3ccccc3)c3ccccc23)CC1 | -5.5 | 17 | -7 | -10
20 | O=C(O)c1ccc(NS(=O)(=O)c2cccc3nsnc23)cc1 | -0.1 | -1 | 10 | -2
21 | CCCC(C)NC(=O)COc1ccc(S(=O)(=O)N2CCCC2)cc1 (centres undefined) | -0.1 | -10 | 1 | 2
22 | O=S(=O)(NCCc1ccc(F)cc1)c1cc(C(F)(F)F)ccc1Br | -0.9 | -54 | 2 | -2
23 | O=C(Nc1cccc(CNCCc2c[nH]c3ccccc23)c1)c1ccccc1Cl | 1.0 | -15 | -10 | 10
24 | CCCCNC(=O)C1(C)CCCCN1C(=O)c1cc(C)n(C(C)(C)C)n1 (centres undefined) | -4.2 | 8 | -3 | -3

no. | RAD52 inh | ARNT TACC3 PPI | XiGFP reactiv | esBAF inh
13 | -2 | -3 | x | -9
14 | 10 | -4 | 0.0 | 2
15 | -5 | -3 | -0.1 | x
16 | -8 | -1 | 0.0 | x
17 | x | -26 | x | 19
18 | 0 | 0 | x | 4
19 | -4 | 3 | 0.1 | 7
20 | -2 | -12 | x | 2
21 | -4 | -23 | 0.0 | -5
22 | -1 | -12 | -0.1 | -10
23 | -5 | 12 | -0.1 | 0
24 | -4 | x | -0.1 | -1

Given with bars between the fields: part of the list above
entry | Compound | F508del corr | GSIS activator | ERAP1 inh | RAD54 branch | RAD52 inh | ARNT TACC3 PPI | XiGFP reactiv | esBAF inh
4 | Cc1cccc(-c2ccc([C@H]3[C@H]4CN(C(=O)c5cccnc5)CC(=O)N4[C@H]3CO)cc2)c1 | -1.1 | 7 | 0 | x | -9 | x | 0.1 | x
13 | CCOc1ccc(NC(=O)CCN2CCN(S(=O)(=O)c3ccc(Cl)cc3)CC2)cc1 | -0.1 | -19 | 7 | 4 | -2 | -3 | x | -9
6 | C[C@H]1CN([C@@H](C)CO)C(=O)Cc2cc(NC(=O)Cc3ccccc3)ccc2O[C@H]1CN(C)S(C)(=O)=O | -0.9 | 4 | -1 | -7 | 3 | 6 | 0.5 | 2
23 | O=C(Nc1cccc(CNCCc2c[nH]c3ccccc23)c1)c1ccccc1Cl | 1.0 | -15 | -10 | 10 | -5 | 12 | -0.1 | 0
8 | COCCN1C(=O)c2ccc(C(=O)Nc3cccnc3)cc2C1=O | -2.6 | 8 | 3 | 7 | -8 | -5 | 0.0 | -2
14 | C[C@@H]1CN([C@@H](C)CO)C(=O)Cc2cc(NC(=O)Nc3ccc(C(F)(F)F)cc3)ccc2O[C@@H]1CN(C)Cc1ccccc1 | -0.3 | -2 | 3 | -2 | 10 | -4 | 0.0 | 2

Additional results
no. | mol | F508del corr | GSIS activator | ERAP1 inh | RAD54 branch
25 | O=C(CNC(=O)c1ccc(Br)o1)NCC1CCCO1 (centres undefined) | -1.2 | 8 | -3 | -6
26 | O=C(NCc1ccc2c(c1)OCO2)c1c(-c2ccccc2)sc2ccccc12 | 0.5 | x | 4 | -7
27 | CCc1ccc(N(CC(=O)N2CCCC2)S(C)(=O)=O)cc1 | 3.2 | 28 | -2 | 3
28 | COc1ccccc1C(O)c1nccn1C (centres undefined) | 0.4 | -6 | 3 | 2
29 | N#C[C@@H]1[C@H](c2ccccc2-c2ccccc2F)[C@@H](CO)N1C(=O)C1CCOCC1 | 0.6 | 1 | 0 | x
30 | Cc1cccc(NS(=O)(=O)c2cc(Cl)ccc2Cl)n1 | -0.5 | 0 | -4 | 0
31 | O=C1CNC[C@@H]2[C@H](c3ccc(C#CC4CCCC4)cc3)[C@@H](CO)N12 | -1.6 | 1 | 1 | x
32 | CC(=O)NC(CC(=O)NC(C)c1ccc(Cl)cc1Cl)c1ccccc1 (centres undefined) | 0.1 | 3 | -4 | x
33 | Cc1noc(C)c1NC(=O)Nc1ccc2c(c1)C(=O)N([C@H](C)CO)C[C@H](C)[C@H](CN(C)C(=O)Nc1c(C)noc1C)OCCCC[C@@H](C)O2 | 0.2 | 33 | -3 | -1
34 | COc1ccc([C@@H]2[C@@H]3C(=O)N(C(C)(C)C)C(=O)[C@@H]3[C@]3(Cc4ccc(Cl)cc4)C(=O)N(c4ccc(OC)cc4)C(=O)N23)cc1 | -1.8 | -6 | 0 | -1
35 | COc1ccccc1-c1c(C)oc2c(CN3CCCC(C)C3)c(O)ccc2c1=O (centres undefined) | 1.0 | -2 | -7 | -4
36 | C[C@H]1CN([C@@H](C)CO)C(=O)Cc2cc(NC(=O)Nc3ccc(F)cc3)ccc2O[C@@H]1CN(C)Cc1ccccc1 | 1.7 | -21 | -2 | 10

no. | RAD52 inh | ARNT TACC3 PPI | XiGFP reactiv | esBAF inh
25 | -2 | -3 | 0.0 | x
26 | -14 | 6 | 0.1 | x
27 | -27 | x | -0.2 | -3
28 | -36 | -3 | 1.2 | -3
29 | 0 | x | 0.2 | x
30 | -10 | 2 | 0.0 | -2
31 | -1 | x | 0.1 | x
32 | -13 | 2 | 0.1 | x
33 | -3 | -4 | -0.1 | -1
34 | -3 | -3 | 0.0 | 7
35 | -15 | -3 | 0.0 | -6
36 | -15 | -5 | 0.0 | -2

(listing goes on)
no. | mol | F508del corr | GSIS activator | ERAP1 inh | RAD54 branch
37 | COC(=O)c1c(NC(=S)NNC(=O)c2ccc(Cl)s2)sc(C(=O)N(C)C)c1C | -0.7 | 11 | -3 | -16
38 | O=C(Cn1ccnc1)c1ccc(Cl)cc1 | -0.5 | -13 | -4 | 12
39 | CN(C)c1ccc(-c2nc3cnccn3c2Nc2ccc3c(c2)OCCO3)cc1 | 2.5 | -1 | 1 | 4
40 | O=C(Nc1ccc(S(=O)(=O)N2CCOCC2)cc1)c1ccccc1F | -7.5 | 3 | -2 | -12
41 | CN(C(=O)COC(=O)C1(C)CC1(Cl)Cl)c1c(N)n(Cc2ccccc2)c(=O)[nH]c1=O (centres undefined) | 0.5 | 17 | -1 | -5
42 | COc1ccc(C(=O)Nc2ccnn2C2CCN(CCC(C)c3ccc(C)o3)CC2)cc1 (centres undefined) | 3.5 | -6 | 10 | -13
43 | Cc1csc(SCC(=O)c2c(N)n(CC(C)C)c(=O)n(C)c2=O)n1 | x | -17 | x | -3
44 | O=Cc1ccc(-n2cccn2)cc1 | 1.8 | -1 | -3 | 10
45 | Cc1nnc(SCC(=O)Nc2ccc3c(c2)OCO3)[nH]c1=O | x | 0 | 15 | x
46 | CCS(=O)(=O)N1CCCC(C(=O)c2ccc(OC)cc2C)C1 (centres undefined) | 0.2 | -4 | -3 | x
47 | CC(C)NC(=O)N(C)C[C@H]1Oc2ncc(-c3ccc(C(=O)N(C)C)cc3)cc2C(=O)N([C@@H](C)CO)C[C@@H]1C | 1.1 | 6 | 0 | -2
48 | O=C(C[C@@H]1CC[C@H]2[C@@H](COC[C@@H](O)CN2CC2CCCCC2)O1)NCc1ccc(F)cc1 | -0.1 | 1 | 0 | -8

no. | RAD52 inh | ARNT TACC3 PPI | XiGFP reactiv | esBAF inh
37 | 7 | 37 | 0.0 | x
38 | -23 | -1 | 0.0 | -3
39 | -8 | 4 | -0.1 | 20
40 | -3 | 14 | 0.0 | 8
41 | -10 | -6 | -0.1 | -8
42 | -35 | -4 | 0.2 | -8
43 | x | -9 | x | 9
44 | -3 | -6 | -0.2 | 3
45 | -7 | -7 | 0.2 | x
46 | -5 | -2 | 0.0 | x
47 | -2 | -8 | 0.3 | -1
48 | 5 | -10 | 0.2 | -2

(further entries)
no. | mol | F508del corr | GSIS activator | ERAP1 inh | RAD54 branch
49 | CNC[C@@H]1OCCCC[C@H](C)Oc2ccc(NC(=O)CCC(F)(F)F)cc2C(=O)N([C@@H](C)CO)C[C@H]1C | -0.8 | 5 | 3 | -10
50 | C[C@@H]1CCCCO[C@@H](CN(C)Cc2ccncc2)[C@H](C)CN([C@H](C)CO)C(=O)c2cc(NC(=O)Nc3ccc(C(F)(F)F)cc3)ccc2O1 | 1.8 | 6 | 0 | 5
51 | NC(=O)C1CCN(C(=O)CCNS(=O)(=O)c2ccccc2F)CC1 | -3.4 | 48* | 0 | -17
52 | C[C@@H]1CN([C@@H](C)CO)C(=O)c2cc(C#CC(C)(C)O)cnc2O[C@H]1CN(C)C(=O)CC1CC1 | -3.4 | 30 | 0 | -1
53 | CCC(C)C(NC(=O)C(Cc1ccc(O)cc1)NC(=O)OCc1ccccc1)C(=O)OC (centres undefined) | 0.6 | -10 | 3 | x

no. | RAD52 inh | ARNT TACC3 PPI | XiGFP reactiv | esBAF inh
49 | -212 | -5 | 0.2 | -1
50 | 49 | 1 | 0.0 | -8
51 | -5 | 4 | 0.1 | -6
52 | 5 | -4 | -0.9 | 0
53 | -10 | x | 0.0 | x

Bioassay records: PubChem BioAssay, Broad Institute
